# Growth percent in the NCI-60 one-dose screen (48 h, 10 µM unless noted): 100 = growth as untreated, 0 = no growth, -100 = all killed.
# NCI-H23 – NCI-H23 lung cancer; 4% of 80,000 active; AID 1794731
# KM12 – KM12 colon cancer cells; 5% of 82,000 active
# NCI/ADR-RES – NCI/ADR-RES ovarian cells. 4.4% of 81,000 active. AID 1794790
# IGROV1 – IGROV1 ovarian cancer; 4.7% of 79,000 active
# NCI-H322M – NCI-H322M lung cancer. 2.7% of 80,000 active. AID 1794733
# NCI-H226 – NCI-H226 lung cancer; 3.5% of 79,000 active; AID 1794732
# COLO 205 – COLO 205 colon cancer; 7.3% of 79,000 active
# NCI-H460 – NCI-H460 lung cancer; AID 1794736; 6.8% of 82,000 active
# NCI-H522 – NCI-H522 lung cancer | 8% of 78,000 active | AID 1794739
# Active calls of the source: *; x = no result given; & = joins results of further samples. How the source made its calls: active means growth percent below 10; inactive means the rest.
# Under each structure – NCI-H23	KM12	NCI/ADR-RES	IGROV1	NCI-H322M	NCI-H226	COLO 205	NCI-H460	NCI-H522
N#C/C=C/c1ccsc1C(=O)O
    104	101	106	104	100	108	117	103	92
Fc1ccc(C2=NN(c3cc(Cl)cc(Cl)c3)C(c3cccc(Nc4ccnc5cc(Cl)ccc45)c3)C2)cc1 (stereo not drawn)
    72	79	78	80	93	72	82	85	x
CCOC(=O)[C@@]12CCCC=C1N1c3ccccc3-c3ccnn3[C@H]1CC2
    97	100	94	97	93	90	87	102	x
O=S(=O)(Nc1ccsc1-c1nc(-c2ccccc2)no1)c1ccccc1
    101	91	107	99	88	101	x	104	83
c1ccc(OC2COC(Oc3ccccc3)CO2)cc1 (stereo not drawn)
    105	103	110	107	114	104	103	111	94
COc1cc(CNC(=O)C[C@H](C)CCC=C(C)C)ccc1OCc1cn(-c2ccc(Cl)c(Cl)c2)nn1
    69	83	37	83	83	51	54	46	62
O=C(CSc1nnc(-c2ccc(Cl)cc2)n1-c1ccccc1)Nc1ccccc1
    68	87	66	62	75	69	91	42	79
N=C(N)c1ccc(-c2ccc(-c3cccs3)o2)nc1
    101	x	107	98	99	95	97	105	113
O=C1Nc2ccccc2/C1=N/c1nc(-c2ccc(F)cc2)cs1
    92	96	100	82	101	75	79	94	63
CC/C(=C(/c1ccc(Cl)cc1)c1ccc(OCCN)cc1)c1ccccc1
    96	85	100	97	108	105	18	60	98
Ic1ccccc1I
    99	104	101	100	126	90	127	104	100
C=C1C(=O)O[C@H]2[C@H]1CC/C(COC(=O)CCC(=O)NCCOCCOCC(=O)Nc1ccc(OC)c(C(N)=O)c1O)=C\CC[C@@]1(C)O[C@@H]21
    101	102	103	59	101	55	64	79	27
CCn1cc(C2NC(=O)c3cc(F)ccc3N2)c2cccc(Cl)c21 (stereo not drawn)
    31	19	1.7*	18	46	49	-12*	6.2*	-22*
COc1cnc(NS(=O)(=O)c2ccc(N)cc2)nc1
    98	103	100	109	112	106	104	108	109
Cc1ccc(O)c(NC(=O)c2ccc(CNc3ccnc(C(F)(F)F)c3)cc2)c1
    81	72	50	51	65	74	152	19	68
CS(=O)(=O)Nc1ccc(CNC(=O)c2ccsc2Nc2ccnc(C(F)(F)F)c2)cc1
    99	99	100	109	95	x	112	109	88
Nc1cc(S(=O)(=O)O)cc2cc(S(=O)(=O)O)c(N=Nc3ccc([N+](=O)[O-])cc3)c(O)c12
    99	100	99	97	93	108	94	x	91
CC(O)CC(O)CC1CCCO1 (stereo not drawn)
    104	115	109	97	110	93	110	117	94
Cc1ccc(S(=O)(=O)NC(=O)NC2C(O)OC(CO)C(O)C2O)cc1 (stereo not drawn)
    107	104	107	110	101	x	111	107	106
COc1ccc(-c2nn(C(=O)NCCN3CC(C)OC(C)C3)cc2-c2ccncc2)cc1Cl (stereo not drawn)
    96	112	96	107	134	92	82	99	94
C=CCn1c(C)nc2ccc(Nc3nc(N4CCCC4)nc4ccccc34)cc21
    91	99	96	108	103	78	x	99	94
NCCSc1ccccc1
    90	95	98	93	105	91	121	103	41
Cc1cccc(C2(O)CCCCC2)c1
    97	97	92	108	109	93	98	98	102
COC(=O)c1nc(=S)[nH]c(C(=O)OC)c1C(=O)c1ccccn1
    46	25	7.0*	24	57	9.6*	21	39	62
Cc1c(Cc2ccccc2)c(=O)oc2c(C)c(OCC(=O)n3[nH]c(=O)cc3N)ccc12
    95	93	104	83	80	88	x	105	79
Cc1ccc(-c2nn(-c3ccccc3)cc2C2CC(c3cc4ccccc4oc3=O)=NN2C(N)=S)cc1 (stereo not drawn)
    98	98	93	86	84	86	89	94	92
Cc1c(C(=O)NC(Cc2ccccc2)C(O)C(=O)NCCc2ccccc2)[nH]c2ccccc2c1=O (stereo not drawn)
    108	98	102	109	103	105	114	104	90
O=C(Nc1cccc(Cl)c1)Oc1c(Cl)cc(Cl)c(Cl)c1Cl
    91	109	97	106	101	92	114	107	88
O=C(O)c1ccccc1N/C=C/C(=O)c1cc2cc(Br)ccc2oc1=O
    99	106	108	102	95	96	119	102	97
Clc1ccc(C2=NN(c3cc(Cl)cc(Cl)c3)C(c3cccc(Nc4ccnc5cc(Cl)ccc45)c3)C2)cc1 (stereo not drawn)
    81	93	81	85	93	92	90	100	x
C=C1[C@H](OC(=O)C(C)C)[C@@H](OC(C)=O)[C@@H](OC(=O)c2cccnc2)C(C)(C)/C=C/[C@@H](C)C(=O)[C@@]2(O)C[C@H](C)[C@H](OC(=O)C(C)C)[C@@H]2[C@H]1OC(C)=O
    99	101	88	105	83	104	97	83	82
COc1ccc(-c2nnc(SCC(=O)Nc3ccc(C(=O)/C=C/c4cc(OC)c(OC)c(OC)c4)cc3)o2)cc1
    74	66	75	47	77	94	99	78	56
O=[N+]([O-])c1cccc(C2c3ccccc3Oc3ccccc32)c1
    95	87	94	77	84	84	90	88	81
COc1ccc(-c2cnc3sc(C)cn23)cc1
    92	96	102	103	91	105	115	102	91
CCOC(=O)C(C)(N)Cc1ccc(O)c(O)c1 (stereo not drawn)
    x	110	x	110	96	101	122	108	78
Cc1nc(N)nc(N)c1-c1ccccc1
    90	100	79	75	58	91	90	25	104
CC(=O)OCC1OC2OC(C)(C)OC2C1O (stereo not drawn)
    99	110	105	x	93	106	98	110	89
Clc1ccc2c(c1)C1CC(c3ccco3)=NN1C(c1ccncc1)O2 (stereo not drawn)
    95	95	97	86	101	96	114	98	81
COc1ccc(-c2nc(SCC(=O)Nc3ccc(C(=O)/C=C/c4ccc(Cl)cc4)cc3)[nH]c(=O)c2C#N)cc1OC
    88	108	100	98	102	89	104	109	78
COc1ccc(COC(=O)c2ccc(C(C)C)cc2)cc1
    106	106	112	109	112	104	101	110	105
CC(=O)Oc1cc2c(cc1Br)OCO2
    91	94	100	101	91	82	108	86	61
Cc1cccc(-c2nc(Nc3cccc(S(N)(=O)=O)c3)c3ccccc3n2)c1
    40	12	23	66	52	54	52	38	4.9*
CCN(CC)CCc1nc(-c2ccccc2)no1
    102&84	111&85	99&90	112&79	102&100	104&86	109	113&102	89
COc1ccc(/C=C(/CC(=O)c2ccc(Cl)c(Cl)c2)C(=O)NN)cc1
    85	87	89	67	67	66	90	92	84
COc1cc(-c2cc(C(=O)Nc3nc4ccc(F)cc4s3)nc3cc(-c4ccccc4)nn23)cc(OC)c1OC
    102	88	97	104	103	88	104	104	28
COc1cc2cc(NC(=O)c3ccc(NCc4cnn(C)c4C)cc3)nc(C)c2cc1OC
    65	70	53	74	83	61	65	76	32
O=C(O)c1ccc(-n2cc(CNc3cc(Cl)cc(C(F)(F)F)c3)c(-c3ccc(F)cc3)n2)cc1
    98	99	103	107	98	104	121	109	94
O=C(C[n+]1ccc(/C=C/c2ccncc2)cc1)c1ccc(Br)cc1
    86	99	96	87	91	94	95	99	80
N#Cc1c(Nc2ccc(Br)cc2)n[nH]c1-c1cccs1
    89	82	96	73	98	77	91	99	90
COC(=O)/C=C1\Sc2cc(F)ccc2NC1=O
    96	107	101	102	100	101	x	112	107
COc1ccc(-c2cn(-c3ccc(Cl)cc3)c(SCC(=O)c3ccc(C)cc3)n2)cc1
    83	99	95	92	84	84	98	93	78
NS(=O)(=O)c1ccc(CCn2c(SCC(=O)Nc3ccccc3)nc3ccccc3c2=O)cc1
    97	98	98	102	88	99	121	105	83
CC(C)(C)C1Sc2nc3ccccc3n2C1=O (stereo not drawn)
    100	110	111	116	111	100	109	110	88
CC/C=C/N1CCCC1
    98	117	109	95	101	97	124	110	80
CN(C)c1ccc(/C=N/NC(=O)c2ccccc2Nc2cccc(C(F)(F)F)c2)cc1
    91	x	93	69	x	101	111	96	83
O=C1C(=O)N(Cc2ccc(-c3ccccc3)cc2)c2ccc(OC(F)(F)F)cc21
    41	13	33	36	102	74	83	83	31
N=c1oc2ccccc2cc1C(=O)Nc1cc(-c2ccccc2)nn1-c1ccccc1
    93	102	94	101	89	92	114	100	88
COc1cc(-c2nc3ccc(C(=O)O)cc3[nH]2)ccc1OCC(=O)NNC(=O)NCc1ccccc1
    101	100	101	105	97	96	104	109	91
CCCCCCCCOc1ccc(/C=C/C(=O)c2ccc(B(O)O)cc2)cc1
    95	101	99	72	100	91	112	102	112
COc1cccc(/C=C/C(=O)c2cc3c(N)c(C(=O)Nc4ccccc4C)sc3nc2C)c1
    70	27	10	19	80	69	92	32	-7.9*

# Further entries follow:
# Under each structure – NCI-H23	KM12	NCI/ADR-RES	IGROV1	NCI-H322M	NCI-H226	COLO 205	NCI-H460	NCI-H522
COC(=O)c1cc(-c2ccc(C)cc2)[nH]c(=O)c1C#N
    108	107	111	107	103	100	114	103	92
O=C1N(Cl)C(=O)C(c2ccc(Cl)cc2)(c2ccc(Cl)cc2)N1Cl
    100	103	107	112	110	91	109	108	79
CCOC(=O)SC1=Nc2c(c(-c3ccccc3)cn2-c2ccc(C)cc2)C2=NCCN12
    90	96	97	71	95	74	112	100	76
CCN1CCOCC1
    112	115	106	115	128	107	106	117	x
CN1C(=O)CCS(=O)(=O)C1c1ccc(Cl)c(Cl)c1 (stereo not drawn)
    93	109	100	106	107	91	106	107	120
Cc1ccc(C)c(Cn2c(N3CCC(C(=O)NCc4cccs4)CC3)nc3ccccc32)c1
    101	112	92	x	103	x	109	105	87
CCOC(=O)CCCCCn1c(C)c(C)c2c1N=C(SC)N1CC(=O)N=C21
    104	88	102	80	97	x	131	109	88
CN(C)c1ccc(-c2ccc(-c3ccc(C(=N)N)cn3)o2)cc1
    21	-97*	22	-27*	-0.1*	21	-94*	-87*	-73*
NC(=O)c1nnsc1-c1ccc(-c2snnc2C(N)=O)cc1
    99	109	99	109	119	92	157	107	93
CC(C)=CCC/C(C)=C/CC/C(C)=C/CC/C(C)=C/CC1CC(=O)C=C(C)[C@H]1O (stereo partly drawn)
    54	81	76	92	126	99	124	72	75
CC(=O)[C@@H]1CC[C@]2(CO)CC[C@]3(C)[C@H](CC[C@@H]4[C@@]5(C)CCCNC(C)(C)[C@@H]5CC[C@]43C)[C@@H]12
    95	101	96	99	89	107	106	100	92
CCCCSc1nc(N/N=C/c2cccc(Br)n2)c(C#N)c(-c2ccc(OC)cc2)n1
    96	95	95	107	96	102	114	90	92
C[C@]12CC[C@@H]3c4cc([N+](=O)[O-])c(O)cc4CC[C@H]3[C@@H]1CC[C@@H]2O
    97	90	87	x	x	108	111	110	68
Cc1noc(C)c1COc1ccccc1C(=O)Nc1nc2c(C)cccc2s1
    89	92	88	52	93	89	106	88	86
O=C(NC(C(=O)c1ccccc1)c1ccccc1)c1ccccc1 (stereo not drawn)
    95	115	96	117	110	101	112	107	89
COC(=O)[C@H](Cc1ccccc1)NC[C@@H](O)CN1C(=O)/C(=C\c2cc(OC)c(OC)c(OC)c2)c2ccccc21
    96	93	101	108	101	100	117	101	88
Nc1ccc(S)cc1
    113	99	114	117	104	97	106	104	104
Cc1cc(C(=O)O)c(N)c(C)n1
    100	110	108	x	106	118	119	108	107
O=C1COc2ccccc2C(=O)N1CCCCNc1ccccc1
    99	80	95	100	99	92	101	99	69
COC1OC(COS(=O)OC)C(O)C(O)C1OS(=O)OC (stereo not drawn)
    101	99	98	98	x	96	110	101	98
CC1(CO)CSC(Nc2ccc(Cl)c(Cl)c2)=N1 (stereo not drawn)
    81	87	94	81	87	81	91	99	56
CC(C)N(C(=O)c1cccc([N+](=O)[O-])c1)C(C)C
    93	100	100	106	129	99	114	101	117
CCOC(=O)COc1c(C)cccc1C
    96	102	96	114	98	91	104	108	99
O=C(CCN1C(=O)/C(=C/c2ccc(O)cc2)SC1=S)Nc1ccccc1O
    92	100	94	95	99	95	109	102	83
CC(=O)c1ccc(NC(=O)Cn2c(Nc3ccc(S(N)(=O)=O)cc3)nc3c2c(=O)n(C)c(=O)n3C)cc1
    99	101	108	103	101	97	112	102	89
CCCOc1ccc2nc(CC)cc(Nc3ccc(OC)cc3OC)c2c1
    95	95	94	x	102	89	104	101	83

# Of the compounds above, these have fluorine:
# Under each structure – NCI-H23	KM12	NCI/ADR-RES	IGROV1	NCI-H322M	NCI-H226	COLO 205	NCI-H460	NCI-H522
Fc1ccc(C2=NN(c3cc(Cl)cc(Cl)c3)C(c3cccc(Nc4ccnc5cc(Cl)ccc45)c3)C2)cc1 (stereo not drawn)
    72	79	78	80	93	72	82	85	x
O=C1Nc2ccccc2/C1=N/c1nc(-c2ccc(F)cc2)cs1
    92	96	100	82	101	75	79	94	63
CCn1cc(C2NC(=O)c3cc(F)ccc3N2)c2cccc(Cl)c21 (stereo not drawn)
    31	19	1.7*	18	46	49	-12*	6.2*	-22*
Cc1ccc(O)c(NC(=O)c2ccc(CNc3ccnc(C(F)(F)F)c3)cc2)c1
    81	72	50	51	65	74	152	19	68
CS(=O)(=O)Nc1ccc(CNC(=O)c2ccsc2Nc2ccnc(C(F)(F)F)c2)cc1
    99	99	100	109	95	x	112	109	88
COc1cc(-c2cc(C(=O)Nc3nc4ccc(F)cc4s3)nc3cc(-c4ccccc4)nn23)cc(OC)c1OC
    102	88	97	104	103	88	104	104	28
O=C(O)c1ccc(-n2cc(CNc3cc(Cl)cc(C(F)(F)F)c3)c(-c3ccc(F)cc3)n2)cc1
    98	99	103	107	98	104	121	109	94
COC(=O)/C=C1\Sc2cc(F)ccc2NC1=O
    96	107	101	102	100	101	x	112	107
CN(C)c1ccc(/C=N/NC(=O)c2ccccc2Nc2cccc(C(F)(F)F)c2)cc1
    91	x	93	69	x	101	111	96	83
O=C1C(=O)N(Cc2ccc(-c3ccccc3)cc2)c2ccc(OC(F)(F)F)cc21
    41	13	33	36	102	74	83	83	31
